Screening results deposited in PubChem by several laboratories.
Neddylation inh = inhibitors of cullin neddylation, primary screen, biochemical, TR-FRET, uHTS, NAE and Ubc12 | NEDD8-conjugating enzyme Ubc12 (Homo sapiens) + NEDD8-activating enzyme E1 regulatory … | calls only at 25 µM | hit rate 0.58% among 360,000 | AID 651699, 2012; in the data active = inhibition above about 36%
CSN inh = inhibitors of CSN-mediated cullin deneddylation, primary screen, biochemical, fluorescence polarization, uHTS | COP9 signalosome complex subunit 5 (Homo sapiens), Q92905 | Purified CSN, SCF-Nedd8-OG deneddylation | inhibition, % at 12.5 µM | hit rate 0.38% among 360,000 | AID 651999, 2013;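 active = pattern-corrected inhibition above about 35%, with an unprinted fluorescence ratio check between 0.5 and 1.5, limit read from the data, passing the limit was not always enough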;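 also: 0% = enzyme with substrate and 100% = substrate without enzyme; some results filed as inactive read as strong as hits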
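Detection – fluorescence polarization · System – HEK293T-derived human Csn5 enzyme · Controls – substrate-only high control, full reaction low control · Timing – 90 min, room temperature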
FAS-TE inh = FAS thioesterase domain inhibitors, primary screen, biochemical, fluorescence intensity, uHTS. recombinant FAS-TE, OMFH fluorogenic substrate, fluorescence endpoint. inhibition, % at 15 µM. hit rate 0.67% among 360,000;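 active = compounds whose normalised, plate-corrected inhibition of enzyme fluorescence in the single-dose primary screen is 50% or more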;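 also: 0% = DMSO with enzyme and 100% = substrate without enzyme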
Target sequence (P49327 whole entry, looked up, the tested form may be a part): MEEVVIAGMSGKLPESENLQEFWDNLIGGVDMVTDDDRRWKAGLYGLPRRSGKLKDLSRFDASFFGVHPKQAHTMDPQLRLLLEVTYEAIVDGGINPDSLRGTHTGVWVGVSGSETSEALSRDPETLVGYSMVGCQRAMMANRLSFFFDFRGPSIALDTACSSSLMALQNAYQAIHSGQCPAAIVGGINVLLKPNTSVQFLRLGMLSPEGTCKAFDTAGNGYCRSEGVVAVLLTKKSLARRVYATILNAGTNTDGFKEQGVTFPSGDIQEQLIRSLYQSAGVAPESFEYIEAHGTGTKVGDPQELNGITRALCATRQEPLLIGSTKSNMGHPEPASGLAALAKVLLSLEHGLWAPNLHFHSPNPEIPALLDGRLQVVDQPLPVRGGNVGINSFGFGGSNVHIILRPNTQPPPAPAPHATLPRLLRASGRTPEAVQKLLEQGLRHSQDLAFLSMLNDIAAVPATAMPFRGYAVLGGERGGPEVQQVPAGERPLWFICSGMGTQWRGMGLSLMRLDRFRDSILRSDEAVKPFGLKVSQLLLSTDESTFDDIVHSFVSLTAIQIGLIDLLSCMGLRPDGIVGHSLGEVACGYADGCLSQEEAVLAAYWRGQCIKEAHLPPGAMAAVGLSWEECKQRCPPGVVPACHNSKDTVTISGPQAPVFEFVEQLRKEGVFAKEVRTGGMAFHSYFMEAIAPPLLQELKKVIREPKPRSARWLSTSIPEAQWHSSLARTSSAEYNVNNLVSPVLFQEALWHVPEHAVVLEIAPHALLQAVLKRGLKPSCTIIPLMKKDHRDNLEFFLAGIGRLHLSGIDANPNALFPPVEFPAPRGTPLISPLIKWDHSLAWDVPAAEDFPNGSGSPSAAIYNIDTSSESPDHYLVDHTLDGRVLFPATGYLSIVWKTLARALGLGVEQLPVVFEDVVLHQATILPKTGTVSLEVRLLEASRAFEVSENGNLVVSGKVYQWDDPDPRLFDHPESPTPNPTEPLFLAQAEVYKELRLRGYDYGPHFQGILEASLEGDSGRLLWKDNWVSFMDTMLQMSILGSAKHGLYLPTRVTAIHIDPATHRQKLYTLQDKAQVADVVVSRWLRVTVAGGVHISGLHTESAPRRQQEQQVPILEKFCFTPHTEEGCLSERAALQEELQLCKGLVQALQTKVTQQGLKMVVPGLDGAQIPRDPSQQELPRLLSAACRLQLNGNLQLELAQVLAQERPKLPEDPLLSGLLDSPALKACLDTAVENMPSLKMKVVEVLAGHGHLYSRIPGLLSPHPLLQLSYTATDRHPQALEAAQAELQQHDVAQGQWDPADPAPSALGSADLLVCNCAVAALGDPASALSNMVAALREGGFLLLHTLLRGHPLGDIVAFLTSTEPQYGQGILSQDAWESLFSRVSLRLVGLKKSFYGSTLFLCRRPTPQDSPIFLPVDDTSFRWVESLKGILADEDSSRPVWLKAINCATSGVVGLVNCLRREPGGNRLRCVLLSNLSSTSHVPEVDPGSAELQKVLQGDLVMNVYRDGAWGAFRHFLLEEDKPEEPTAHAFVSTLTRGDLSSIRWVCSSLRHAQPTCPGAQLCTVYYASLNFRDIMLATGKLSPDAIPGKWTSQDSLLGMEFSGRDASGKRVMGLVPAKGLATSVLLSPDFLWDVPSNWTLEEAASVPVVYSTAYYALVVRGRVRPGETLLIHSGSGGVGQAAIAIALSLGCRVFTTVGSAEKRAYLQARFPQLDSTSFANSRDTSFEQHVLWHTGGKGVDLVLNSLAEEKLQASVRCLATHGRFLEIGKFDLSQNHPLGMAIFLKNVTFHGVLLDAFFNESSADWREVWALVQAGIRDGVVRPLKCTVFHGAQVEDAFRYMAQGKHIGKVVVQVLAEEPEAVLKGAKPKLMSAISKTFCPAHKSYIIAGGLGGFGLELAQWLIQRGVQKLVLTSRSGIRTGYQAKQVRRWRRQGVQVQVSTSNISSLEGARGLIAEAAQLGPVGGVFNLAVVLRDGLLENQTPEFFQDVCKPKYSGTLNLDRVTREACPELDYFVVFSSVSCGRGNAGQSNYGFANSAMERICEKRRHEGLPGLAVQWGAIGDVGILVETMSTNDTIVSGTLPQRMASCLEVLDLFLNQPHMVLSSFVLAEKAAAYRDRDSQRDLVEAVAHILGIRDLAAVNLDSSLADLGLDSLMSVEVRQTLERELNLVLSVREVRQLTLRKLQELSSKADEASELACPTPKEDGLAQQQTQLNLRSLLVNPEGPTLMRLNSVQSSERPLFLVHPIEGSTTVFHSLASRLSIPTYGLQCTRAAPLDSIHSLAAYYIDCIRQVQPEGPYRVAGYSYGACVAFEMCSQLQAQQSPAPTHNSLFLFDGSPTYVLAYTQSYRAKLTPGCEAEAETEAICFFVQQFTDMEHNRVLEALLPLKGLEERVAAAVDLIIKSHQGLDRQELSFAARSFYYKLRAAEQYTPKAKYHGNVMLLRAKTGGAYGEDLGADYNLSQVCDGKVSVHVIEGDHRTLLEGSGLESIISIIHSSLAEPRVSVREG
MsrA act = bovine MsrA enzyme activators, primary screen, biochemical, absorbance, HTS; hit rate 0.3% among 360,000; activation, % at 10.6 µM; AID 602163, 2012; Methionine sulfoxide reductase A (Bos taurus); purified bovine MsrA, absorbance read-out; in the data active = activation above about 7.5%;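 also: 0% = vehicle and 100% = reference activator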
Rin1-Abl PPI inh = inhibitors of Rin1-Abl protein binding, primary screen, biochemical, TR-FRET. Tyrosine-protein kinase ABL1 (Homo sapiens) + Ras and Rab interactor 1 (Homo sapiens), …. inhibition, % at 7.35 µM. hit rate 0.4% among 360,000. AID 588664, 2011; in the data active = inhibition above about 5%, passing the limit was not always enough
eLon inh = inhibitors of E. coli Lon protease, primary screen, biochemical, fluorescence polarization; P0A9M0; purified E. coli Lon protease; inhibition, % at 7.94 µM; hit rate 0.42% among 360,000; AID 602123, 2011; in the data active = inhibition above about 13%, passing the limit was not always enough;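 also: 0% = enzyme with probe and DMSO and 100% = no enzyme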
Tb MetRS inh = T. brucei MetRS inhibitors, primary screen, biochemical, luminescence; methionyl-tRNA synthetase (Trypanosoma brucei brucei); purified T. brucei MetRS, ATP depletion, Kinase-Glo luminescence; inhibition, % at 11.9 µM; hit rate 0.4% among 360,000;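 active = inhibition above a per-plate cutoff of the control wells' mean inhibition plus 3 SD, cut at about 5.5% in these data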;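 also: 0% = DMSO wells median and 100% = median of wells with control inhibitor compound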
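technique = Kinase-Glo luminescence, ATP depletion format | system = purified MetRS (methionyl-tRNA synthetase) enzyme from Trypanosoma brucei | timing = 15 min preincubation, 2 h reaction, all 25 °C | evaluation = percent inhibition versus plate control medians | dosing = single dose, 11.9 µM final nominal, 0.9% final DMSO | also added = substrates ATP, L-methionine and bulk Escherichia coli tRNA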
MsrA inh = bovine MsrA enzyme inhibitors, primary screen, biochemical, absorbance, HTS. Methionine sulfoxide reductase A (Bos taurus). purified bovine MsrA, absorbance read-out. inhibition, % at 15.5 µM. hit rate 0.75% among 360,000. AID 651718, 2012; in the data active = inhibition above about 4.5%;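 also: 0% = vehicle wells with enzyme and 100% = reference inhibitor wells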
PABP1 MLLE inh = inhibitors of PABP1 MLLE–PAM2 peptide binding, primary screen, biochemical, fluorescence polarization, FITC-PAM2, GST-MLLE; hit rate 0.36% among 360,000; inhibition, % at 20 µM; AID 588489, 2011; Polyadenylate-binding protein 1 (Homo sapiens), P11940; in the data active = inhibition above about 35%, passing the limit was not always enough;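 also: plate controls were DMSO wells with GST-MLLE for no effect and wells lacking GST-MLLE protein for full effect; some results filed as inactive read as strong as hits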
An asterisk follows results filed as active; i = inactive; . = no result given; + = active, no number.

SMILES	Neddylation inh	CSN inh	FAS-TE inh	MsrA act	Rin1-Abl PPI inh	eLon inh	Tb MetRS inh	MsrA inh	PABP1 MLLE inh
CSc1ncccc1C(=O)OCC(=O)c1[nH]c(C)c(C(C)=O)c1C	i	-3.4	0.4	-4.0	1.3	-1.0	-0.3	0.7	3.4
Cc1nc2ccccc2cc1C(=O)NCc1ccc(F)cc1	i	0.0	-3.0	-2.9	0.2	-0.7	0.1	0.4	-2.0
CCCCC1=CC2=C(c3ccco3)C(=O)C(C)(OC(=O)c3ccc(OC)cc3)C(=O)C2=CN1CCCN(CC)CC (stereo not drawn)	i	2.8	7.5	-2.8	-5.2	27.9	-0.1	1.7	-6.5
COc1ccc(C(=O)N[C@H](C(=O)NCCCSc2ccccc2)C(C)C)cc1	i	1.2	4.6	-2.9	0.5	-2.0	0.0	-1.0	-1.2
Cc1ccc(C(=O)N[C@H](C(=O)OCC(=O)NC2CCS(=O)(=O)C2)C(C)C)cc1 (stereo partly drawn)	i	-10.2	-13.2	-3.0	2.8	-10.3	0.5	-0.4	1.5
O=C(CCCCC(=O)Nc1ccc(F)cc1)Nc1ccc(F)cc1	i	-4.6	-2.6	-3.1	-1.7	1.7	0.3	-0.8	2.0
CC(=O)Nc1ccc(S(=O)(=O)NC(CC(=O)O)c2ccc(C)cc2)cc1 (stereo not drawn)	i	4.1	-6.0	-1.5	-0.2	11.7	-0.1	-1.3	0.0
CN1CCN(C(=O)c2cnn3c(C(F)(F)F)cc(-c4ccc5c(c4)OCO5)nc23)CC1	i	-6.8	-3.8	-2.5	-3.1	-10.1	-0.4	3.6	-5.6
CCC(C)[C@H](NS(=O)(=O)c1ccc(C)cc1)C(=O)N1CCC(C(=O)N2CCC(C(=O)OC)CC2)CC1 (stereo partly drawn)	i	-0.5	-4.9	-2.9	-3.6	5.3	1.5	0.1	0.6
C/C(=N/Nc1nc(-c2ccccc2)c(CC(=O)O)s1)c1ccccc1	i	20.8	5.8	-1.6	1.5	-35.0	-0.1	1.2	-53.5
Cc1ccc(S(=O)(=O)NC(Cc2c[nH]c3ccccc23)C(=O)O)cc1 (stereo not drawn)	i	0.8	-4.9	-3.7	3.3	-9.7	0.3	-1.1	-14.2
CCN1CCN(c2ccc(S(=O)(=O)N(CC)CC)cc2[N+](=O)[O-])CC1	i	-10.2	-10.1	-4.4	-4.6	-12.2	-0.5	-0.3	3.9
COc1ccc(CN2CCC(=O)N([C@H](CO)c3ccccc3)CC2)cc1	i	-2.5	-7.5	-0.6	0.1	-5.1	0.0	-0.1	-8.2
Cc1cc(C)c(NC(=O)C2CCCO2)c(C)c1 (stereo not drawn)	i	-3.9	-5.5	-4.9	-2.6	12.0	-0.6	-0.5	-14.1
CC(C)N1CCc2c(sc(NC(=O)c3cc(-c4cccs4)nc4ccccc34)c2C(N)=O)C1	i	107.3*	-2.0	-0.7	-6.3	-257.0	2.6	.	-60.5
O=C(NC(=S)NN1CCCCC1c1cccnc1)c1ccc(Cl)cc1Cl (stereo not drawn)	i	1.6	-3.0	-7.8	-0.6	10.4	0.1	0.7	22.6
Clc1ccc(C(CCN2CCCC2)Cc2ccccc2)cc1 (stereo not drawn)	i	6.5	-6.9	-2.0	-0.2	-2.2	-0.6	-0.6	-7.9
NC(=O)Cn1cc(/C=N\NS(=O)(=O)c2ccc(F)cc2)c2ccccc21	i	-3.5	-2.9	-4.3	0.6	5.5	-0.1	-0.4	-56.0
CCC(C)c1ccccc1NC(=O)CN1CCN(C/C=C/c2ccccc2)CC1 (stereo not drawn)	i	-2.6	-0.3	-8.5	2.2	-3.8	-1.0	0.3	-19.9
CCCC/C=C1\CCc2c([nH]c3ccccc23)C1=O	i	-1.8	0.5	-3.7	-0.3	-5.5	-0.6	2.3	-4.5
COc1ccc2ccc3ccc(OC)c(OC(C)=O)c3c2c1	i	-5.4	19.8	-3.8	2.3	-4.7	0.0	-0.7	11.1
CCOc1cc(/C=N/NC(=O)c2ccc(N(C)S(=O)(=O)c3ccccc3)cc2)ccc1OC	.	1.3	13.1	-3.1	0.8	-3.9	0.1	3.8	-7.4
CC(OC(=O)c1n[nH]c2ccccc12)C(=O)NC1CCCCC1C (stereo not drawn)	i	-1.6	-2.2	-7.7	0.7	-5.4	-0.2	-0.1	-4.9
CC(NC(=O)c1ccco1)C(=O)N1CCCCC1 (stereo not drawn)	i	-2.4	-5.1	-1.9	-0.3	3.1	-0.2	2.2	4.7

Look-ups from the entries so far.
FAS-TE inh result of CC(C)N1CCc2c(sc(NC(=O)c3cc(-c4cccs4)nc4ccccc34)c2C(N)=O)C1 reads -2.0
Rin1-Abl PPI inh result of Clc1ccc(C(CCN2CCCC2)Cc2ccccc2)cc1 (stereo not drawn) reads -0.2
MsrA inh result of Cc1cc(C)c(NC(=O)C2CCCO2)c(C)c1 (stereo not drawn) reads -0.5
CSN inh result of CC(OC(=O)c1n[nH]c2ccccc12)C(=O)NC1CCCCC1C (stereo not drawn) reads -1.6
PABP1 MLLE inh result of NC(=O)Cn1cc(/C=N\NS(=O)(=O)c2ccc(F)cc2)c2ccccc21 reads -56.0

Continued.
SMILES	Neddylation inh	CSN inh	FAS-TE inh	MsrA act	Rin1-Abl PPI inh	eLon inh	Tb MetRS inh	MsrA inh	PABP1 MLLE inh
O=C(O)c1ccccc1NC(=O)c1ccccc1-c1ccccc1C(=O)O	i	-2.4	-3.3	7.9*	0.8	-5.0	0.7	0.1	-7.1
CNC(=O)C(=O)Nc1c(C)cc(C)cc1C	i	-12.1	-17.4	-3.2	0.1	-8.3	-0.4	1.4	14.1
O=C(Nc1ccccc1F)C1COc2ccccc2O1 (stereo not drawn)	i	2.6	0.1	-4.9	4.3	9.0	-2.1	-0.4	14.5
Cc1noc(C)c1COC(=O)c1ccccc1Sc1ccccc1C#N	i	3.1	20.1	2.7	-3.2	13.0	0.1	0.7	-5.5
CCCCOC(=O)C1=C(N)N2C(=O)C(C)SC2=C(C(=O)OCC)C1c1ccc(O)c(OC)c1 (stereo not drawn)	i	-1.8	23.7	-1.4	-0.9	7.0	-0.1	1.8	26.1
COc1ccc(C(CNC(=O)COc2ccccc2-c2ccccc2)N2CCOCC2)cc1 (stereo not drawn)	i	5.9	3.7	-1.2	1.1	-2.6	1.2	0.3	7.5
CCCN(CCC)CCCNC(=O)C1c2cc(OC)c(OC)cc2C(=O)N(C)C1c1cccs1 (stereo not drawn)	i	-3.0	-6.4	-12.7	2.0	-12.8	-2.0	-0.6	-0.7
COc1ccc(-c2cc3c(=O)n(CC(=O)NCCCN4CCN(Cc5ccccc5)CC4)ncn3n2)cc1	.	-0.4	-3.1	-3.9	-1.5	0.3	-0.7	0.7	5.9
Cc1ccc(S(=O)(=O)NC(=O)C2(C)CCN2C(=O)Cc2ccc(Cl)cc2Cl)cc1 (stereo not drawn)	i	-5.2	-9.7	-5.7	-0.2	-15.9	-0.2	-0.2	2.7
CC(=O)NCCOc1nc(N(C)C)nc(N(C)C)n1	i	-2.6	-6.6	-5.5	1.0	-20.8	-0.7	0.2	-13.1
Cc1cccc(NC(=O)CCc2nc3sc4c(c3c(=O)[nH]2)CCCC4)c1	i	-2.0	-5.4	0.1	-6.8	7.5	-0.4	0.1	2.3
Cc1ccc(C(C)NC(=S)NCc2ccc(F)cc2)cc1C (stereo not drawn)	i	2.5	17.2	-0.9	-2.1	-2.0	-0.1	-0.2	-87.8
Cc1nn(-c2ccccc2)c(C)c1NS(=O)(=O)c1ccccc1	i	0.0	-4.5	-12.4	-5.9	1.6	-0.6	-0.8	2.8
COc1ccc(CSc2nnnn2C)cc1[N+](=O)[O-]	i	0.5	-6.0	0.2	-7.3	-2.8	0.5	1.9	-8.2
O=C(Cc1ccc([N+](=O)[O-])cc1)Nc1ccon1	i	1.1	-3.2	-3.6	-2.1	-7.4	0.0	-0.6	15.8
COC(=O)c1ccc(NC(=O)CN2CCC(NC(=O)c3ccccc3F)CC2)cc1	i	-4.0	-7.6	-2.2	-1.3	3.8	0.4	-0.9	2.4
COc1ccc(N(CC(=O)Nc2ccc(OC)c(Cl)c2)S(=O)(=O)c2c(C)noc2C)cc1	i	-2.0	22.7	-2.1	-0.9	5.3	0.2	0.1	-1.5
CC(C)(C)Cc1nnc(NC(=O)Cc2ccc([N+](=O)[O-])cc2)s1	i	-6.0	-4.7	-5.1	-2.6	-2.9	-0.1	-0.8	28.2
COc1ccccc1-c1nc(SCC(=O)N2CCOCC2)n[nH]1	i	-1.7	-6.2	0.7	1.8	-1.2	0.1	0.0	6.3
COc1ccc(NC(=O)NCc2ccc3c(c2)OCO3)c(OC)c1	i	3.4	-5.7	-3.5	7.7	-6.2	-0.5	1.9	5.4
Cc1cc(OC(=O)c2cccc(F)c2)c([N+](=O)[O-])c(=O)[nH]1	i	6.2	-4.6	-1.9	5.3	-0.2	0.0	2.4	13.6
O=C(OCC(=O)N1CCN(C(=O)c2ccco2)CC1)c1cc(-c2ccco2)nc2ccccc12	+	46.6	1.0	-10.7	-3.3	7.5	-0.4	.	19.2
N#Cc1c(NC(=O)Cn2nc(C(F)(F)F)c3c2CCCC3)sc2c1CCC2	i	4.9	-1.9	-1.3	-1.5	1.5	-0.8	-0.7	34.9
O=C(NCc1cccs1)Nc1ccc2c(c1)OCO2	i	-1.3	0.8	2.4	-0.3	2.7	0.2	0.4	-1.6

Reprinted at random: three entries already listed
SMILES	Neddylation inh	CSN inh	FAS-TE inh	MsrA act	Rin1-Abl PPI inh	eLon inh	Tb MetRS inh	MsrA inh	PABP1 MLLE inh
CC(NC(=O)c1ccco1)C(=O)N1CCCCC1 (stereo not drawn)	i	-2.4	-5.1	-1.9	-0.3	3.1	-0.2	2.2	4.7
CC(C)(C)Cc1nnc(NC(=O)Cc2ccc([N+](=O)[O-])cc2)s1	i	-6.0	-4.7	-5.1	-2.6	-2.9	-0.1	-0.8	28.2
CNC(=O)C(=O)Nc1c(C)cc(C)cc1C	i	-12.1	-17.4	-3.2	0.1	-8.3	-0.4	1.4	14.1

(next part)
SMILES	Neddylation inh	CSN inh	FAS-TE inh	MsrA act	Rin1-Abl PPI inh	eLon inh	Tb MetRS inh	MsrA inh	PABP1 MLLE inh
Cc1cc(C)n(C(=O)c2ccc(C)c(S(=O)(=O)N3CCCC3)c2)n1	i	-1.3	-1.5	-0.8	0.9	14.4	-0.1	1.0	8.7
Cc1cc(C)cc(NC(=O)c2cccc(NC(=O)C3C4CC5OC(=O)C3C5C4)c2)c1 (stereo not drawn)	i	2.1	-3.1	-9.3	0.3	-8.9	-1.3	.	-3.1
CC(C)Oc1ccc(CNC(=O)CCC(=O)N2CCSc3ccccc32)cc1	i	3.9	-1.4	0.2	-0.6	2.0	-0.5	-0.9	0.7
C=C(C)C(=O)N1CC2(CC(c3cccc(NC(=O)c4ccccc4)c3)=NO2)C[C@@H]1C(N)=O (stereo partly drawn)	i	-4.4	-4.4	-0.4	2.7	-2.1	-0.1	2.3	16.0
CCn1cc(C(=O)NCCCOC)c(=O)c2cc(S(=O)(=O)N3CCC(C)CC3)ccc21	i	-4.7	9.4	-3.0	5.7	-8.9	0.1	1.4	7.9

Random draw from the library (roughly 4% active in at least one column).
